Tb PFK block: T. brucei PFK enzyme inhibition; Potency, µM (doses to about 57.5 µM), for the others: at the top dose activity, negative = inhibition, actives largely listed as inhibitors; actives 0.17% (n = 330,000); O15648; T. brucei PFK, ADP-Glo luminescence;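 also: potency is read from the fitted curve at half-maximal effect; 0% = uninhibited 1x PFK enzyme wells and -100% = no-enzyme wells; nearly all actives have a fitted effect of over 60% in size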
Target sequence (O15648 whole entry, looked up): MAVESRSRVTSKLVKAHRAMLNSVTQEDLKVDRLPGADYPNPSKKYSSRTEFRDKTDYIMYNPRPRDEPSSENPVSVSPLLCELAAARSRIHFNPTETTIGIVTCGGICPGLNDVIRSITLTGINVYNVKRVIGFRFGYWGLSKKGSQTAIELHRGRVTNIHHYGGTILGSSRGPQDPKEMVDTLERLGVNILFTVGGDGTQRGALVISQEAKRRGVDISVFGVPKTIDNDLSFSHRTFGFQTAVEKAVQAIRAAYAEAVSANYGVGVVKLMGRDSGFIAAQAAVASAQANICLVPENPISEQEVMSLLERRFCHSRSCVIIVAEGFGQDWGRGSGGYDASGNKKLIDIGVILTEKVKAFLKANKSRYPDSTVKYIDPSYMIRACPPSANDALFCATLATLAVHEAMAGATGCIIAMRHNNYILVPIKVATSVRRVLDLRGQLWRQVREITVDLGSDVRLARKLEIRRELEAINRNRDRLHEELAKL
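Activity is normalized to no-enzyme wells (full inhibition) and 1.25 nM enzyme wells (no inhibition). Reaction: 0.5 mM F6P, 0.1 mM ATP, 45 min RT, ADP-Glo luminescence; concentration-response curves fitted and classed by quality.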
TRPV1 agonist: human TRPV1 agonism; Q8NER1; TRPV1-expressing cells, Fluo-8 calcium influx, agonist mode; activation, % at 8.33 µM; actives 0.19% (n = 320,000); in the data active = activation above about 80%; inconclusive = between about 30% and that limit; also: 0% is about no effect
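Fluo-8 calcium influx in TRPV1-expressing cells, kinetic read (ex 480/em 520 nm). Compound added and read 3 min for agonist activity, followed by capsaicin at EC20 final and 2 min further read for enhancement.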
RORgamma inh: ROR gamma (mouse) transcription inhibition. actives 5.4% (n = 310,000). AID 2551. Potency, µM (titrated, usually from 53.6 µM), for the others: at the top dose activity change, negative = inhibition, most hits filed as inhibitors. Drosophila S2 Gal4-RORgamma UAS-luciferase reporter, 20 h. P51450; also: potency is read from the fitted curve at half-maximal effect; % is scaled to controls: 0 for no effect and ±100 for the full control effect; nearly all actives have a fitted effect of over 60% in size
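Luciferase reporter read in Schneider cells carrying Gal4-RORγ (mouse) and UAS-Photinus luciferase; cells given compound 1 h before 700 uM copper sulfate induction, then incubated 20 h at ambient temperature.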
p53 reactivator: restores transcriptional activity of mutant p53; AID 504706; H1299 p53-A138V BP100-luciferase reporter, luminescence, 24 h; Potency, µM (highest dose often 92.2 µM), without a hit: top-dose activity change, positive = activation, actives largely listed as activators; actives 0.063% (n = 320,000); also: potency is read from the fitted curve at half-maximal effect; % of control where 0% means no effect; nearly all actives have a fitted effect of over 45% in size
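H1299 (p53-null), stable ts p53-A138V + BP100-Luc; 1000 cells/well, Opti-MEM/10% FBS; cpd 4 pt, 1:5; 24 h, 37 deg C, 5% CO2; detection reagent 10 min RT; luminescence.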
ELG1 genotox: genotoxicity induction in ELG1-luciferase HEK293T cells. HEK293T ELG1-luciferase reporter, luminescence, 16 h. Potency, µM (top dose mostly 46 µM), for inactives: at the top dose activity change, positive = activation, hits mostly activators. actives 1.3% (n = 330,000); also: potency is read from the fitted curve at half-maximal effect; % of control where 0% means no effect; nearly all actives have a fitted effect of over 60% in size
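HEK293T cells expressing luciferase-tagged ELG1 were exposed to compound or DMSO vehicle for 16 hr at 37 °C and 5% CO2. Luciferase activity was then measured with ONE-Glo after 30 min at room temperature.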
Rab9 promoter act: Rab9 promoter activation; Huh7 Rab9 promoter-luciferase reporter, luminescence, 24 h; Potency, µM (doses to about 9.22 µM), without a hit: at the top dose activation, negative = inhibition, actives largely listed as activators; actives 2.8% (n = 320,000); also: potency is read from the fitted curve at half-maximal effect; % of control where 0% means no effect; nearly all actives have a fitted effect of over 60% in size
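Quantitative HTS format; Huh7 Rab9-luciferase reporter cells (1500/well) receive compound 2 h post-plating, incubate 24 h at 37 °C, then get luciferase reagent for 10 min before luminescence reading.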
NPC1 prom act: activators of NPC1 promoter | Huh7 NPC1 promoter luciferase reporter, 24 h | Potency, µM (doses to about 9.22 µM), for the others: at the highest dose activation, hits mostly activators | actives 2.4% (n = 320,000) | AID 485313;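 also: potency is read from the fitted curve at half-maximal effect; % of control where 0% means no effect; nearly all actives have a fitted effect of over 60% in size; reporter is driven by a mutant NPC1 promoter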
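Readout is luciferase luminescence, reflecting NPC1 promoter activation in stably transfected Huh7 cells after 24 h compound exposure at 37 °C in reduced-serum medium with 10% FBS.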
BRCA1 expr act: increases BRCA1 expression; MCF7-BRCA1-FFLuc reporter, luminescence, 48 h; response scale: scaled: vehicle 0%, 10 µM genistein 100%; Potency, µM (series often up to 46.1 µM), inactives show top-dose activation, hits mostly activators; actives 1.1% (n = 380,000); also: potency is read from the fitted curve at half-maximal effect; nearly all actives have a fitted effect of over 80% in size; some results filed as inactive show a strong effect at the top dose
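Luminescence from a BRCA1-driven firefly luciferase in MCF7 cells was the read-out, taken 15 min after substrate addition following 48 h compound exposure at 37 °C. Data were normalized to a 10 microM genistein control and DMSO vehicle.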
ELG1 repair inh: blocks ELG1-dependent DNA repair in HEK293T cells | HEK293T ELG1-luciferase reporter, luminescence, 16 h; DNA damage induced by 5-fluorouridine | Potency, µM (titrated, usually from 46.1 µM), inactives show top-dose activity change, negative = inhibition, usual class: inhibitors | actives 2.3% (n = 330,000); also: potency is read from the fitted curve at half-maximal effect; % is scaled to controls: 0 for no effect and ±100 for the full control effect; nearly all actives have a fitted effect of over 55% in size
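Cells (2,000 per well) received 5-fluorouridine plus test compound or DMSO and were incubated 16 hr at 37 °C, 5% CO2. Luciferase activity was read by luminescence 30 min after ONE-Glo addition; signal suppression marked inhibition of damage-induced ELG1 function.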
VP16 counter: Gal4-VP16 reporter inhibition counter-screen; Drosophila S2 Gal4-VP16 UAS-luciferase, luminescence, 20 h; Potency, µM (titrated, usually from 53.6 µM), without a hit: at the highest dose activity, negative = inhibition, usual class: inhibitors; actives 3.5% (n = 310,000); AID 2546;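 also: Gal4-VP16 expression switched on by copper sulfate through the metallothionein promoter; potency is read from the fitted curve at half-maximal effect; % is scaled to controls: 0 for no effect and ±100 for the full control effect; nearly all actives have a fitted effect of over 50% in size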
FLuc counter: counter-screen for miR-21 project: firefly luciferase inhibitors or activators; purified FLuc, Km substrates, luminescence inhibition; AID 588342; Potency, µM (titrated, usually from 57.5 µM), inactives show top-dose activity change, negative = inhibition, most hits filed as inhibitors; actives 6.9% (n = 360,000);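 also: potency is read from the fitted curve at half-maximal effect; plate controls were vehicle for no effect and reference inhibitor for full effect; nearly all actives have a fitted effect of over 55% in size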
Target sequence (P08659 whole entry, looked up): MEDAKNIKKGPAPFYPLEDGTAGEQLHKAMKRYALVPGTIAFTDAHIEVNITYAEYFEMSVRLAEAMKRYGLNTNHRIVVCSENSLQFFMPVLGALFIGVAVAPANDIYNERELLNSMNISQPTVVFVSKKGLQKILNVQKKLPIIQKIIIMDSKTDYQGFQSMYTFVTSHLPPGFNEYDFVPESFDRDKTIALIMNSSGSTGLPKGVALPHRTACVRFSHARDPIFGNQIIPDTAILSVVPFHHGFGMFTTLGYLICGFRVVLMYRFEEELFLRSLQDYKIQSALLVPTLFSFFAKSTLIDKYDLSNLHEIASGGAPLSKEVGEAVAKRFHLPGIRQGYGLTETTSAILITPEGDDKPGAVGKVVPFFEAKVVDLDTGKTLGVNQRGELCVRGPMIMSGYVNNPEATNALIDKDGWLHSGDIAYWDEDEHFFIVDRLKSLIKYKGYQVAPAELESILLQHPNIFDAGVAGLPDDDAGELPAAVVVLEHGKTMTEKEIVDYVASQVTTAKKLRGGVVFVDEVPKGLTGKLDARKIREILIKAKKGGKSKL
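Biochemical qHTS of compounds, final roughly 60 µM downward over six points, against 10 nM purified firefly luciferase using Km concentrations of substrates (10 uM D-luciferin, 10 uM ATP) in Tris acetate pH 7.5 buffer; luminescence output.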
* = called active by the depositor; ? = inconclusive; / = not tested or not shown; & = joins results of further samples; [ ] = dose if it differs, or a comment. Unless noted, calls follow the shape of the dose curve; as a rule, active = well fitted curve in the direction sought with a large enough effect; inconclusive = small, poorly fitted or top-dose-only effect, or another doubt; inactive = no such curve, though single readings can be large; an effect the other way counts as inactive or inconclusive.

Codes – A = Tb PFK block; B = TRPV1 agonist; C = RORgamma inh; D = p53 reactivator; E = ELG1 genotox; F = Rab9 promoter act; G = NPC1 prom act; H = BRCA1 expr act; I = ELG1 repair inh; J = VP16 counter; K = FLuc counter
Fc1ccc(CSc2ncnc3nc[nH]c23)cc1
  A: -1% | B: 0 | C: 32% | D: -1% | E: -2% | F: -2% | G: -1% | H: 50% | I: -6% | J: 7% | K: -2%

O=C(NNc1nc(-c2ccc(F)cc2)cs1)c1ccccc1
  A: -4% | B: 1 | C: 5µM* | D: ? | E: -9% | F: -19% | G: -2% | H: -69% | I: ? | J: ? | K: -2%

COc1cc(N)c(Cl)cc1C(=O)OCC(=O)NCc1cccs1
  A: -4% | B: / | C: / | D: -7% | E: 1% | F: / | G: / | H: -4% | I: 15% | J: / | K: /

Cc1ccc(CN(C)C(=O)c2cccc(S(=O)(=O)N3CCCC3)c2)cc1
  A: -6% | B: 4 | C: / | D: -12% | E: -1% | F: -1% | G: 0% | H: 4% | I: -5% | J: / | K: 4%

Clc1ccc(/C=C/c2nc3ccccc3[nH]2)c(Cl)c1
  A: -11% | B: ? | C: ? | D: -10% | E: ? | F: 0.4µM* | G: 0.71µM* | H: -86%[inhibitor] | I: ? | J: 7.1µM* | K: 0.067µM*

COc1ccc(/C(C)=N/NC(=O)C(NC(=O)c2ccccc2)c2n[nH]c(=O)c3ccccc23)c(OC)c1 (stereo not given)
  A: -8% | B: -3 | C: 30% | D: -2% | E: 9% | F: -1% | G: 0% | H: -1% | I: 14% | J: 2% | K: -4%

Oc1c(C=NCc2ccc(F)cc2)[nH]c2ccc(Br)c(Cl)c12
  A: -5% | B: -2 | C: -33% | D: 11% | E: -6% | F: 19% | G: 4% | H: / | I: -1% | J: -2% | K: -19%

Cc1cc(Cl)ccc1N(CC(=O)N=Nc1c(O)[nH]c2ccccc12)S(C)(=O)=O
  A: -2% | B: -1 | C: -4% | D: 0% | E: -6% | F: -10% | G: 1% | H: -41% | I: -3% | J: -8% | K: 4%

CC(=O)Oc1ccc(Nc2ccccc2)cc1
  A: -5% | B: 3 | C: ? | D: -5% | E: 6% | F: -1% | G: -1% | H: 10% | I: -15% | J: 14% | K: ?

CC(C)CCNC(=O)CCC(=O)NNc1nc2ccccc2c2nc(-c3ccccc3)nn12
  A: 5% | B: 2 | C: -4% | D: -5% | E: 3% | F: -1% | G: -2% | H: -12%&-51% | I: 2% | J: -7% | K: -12%&0%

NNC(=O)Nc1cccc(C(F)(F)F)c1
  A: 4% | B: 2 | C: 20% | D: -1% | E: 0% | F: -3% | G: -5% | H: 0% | I: 6% | J: 1% | K: 2%

Cc1cc(C(=O)NP(=O)(N2CCOCC2)N2CCOCC2)c(C)n1-c1ccc(Br)cc1
  A: 11% | B: 0 | C: -4% | D: -21% | E: 1% | F: 3% | G: -4% | H: -9% | I: 8% | J: 11% | K: 3%

O=C(CC1C(=O)NCCN1Cc1ccc(Cl)c(F)c1)NCC1CCOCC1 (stereo not given)
  A: -5% | B: -1 | C: -7% | D: 0% | E: 0% | F: 0% | G: -5% | H: -5% | I: 0% | J: -1% | K: 0%

O=C(CN(C(=O)CNC(=O)c1ccco1)c1cccc(F)c1)NC1CCCCC1
  A: 0% | B: -1 | C: -5% | D: -2% | E: -2% | F: 0% | G: -3% | H: -15% | I: -4% | J: 3% | K: 5%

Clc1ccc(Cc2nn3c(Cn4nnc5ccccc54)nnc3s2)cc1
  A: -1% | B: 2 | C: ? | D: -7% | E: -6% | F: 0% | G: -1% | H: -18% | I: ? | J: -11% | K: -6%

COc1ccc(CNC(=O)C2CC(=O)N(C3CCCC3)C2)cc1 (stereo not given)
  A: -2% | B: 1 | C: -30% | D: -9% | E: -5% | F: 0% | G: 1% | H: -13% | I: 2% | J: -1% | K: 6%

Cc1c(NC(=O)c2ccc(C(=O)Nc3c(C)n(C)n(-c4ccccc4)c3=O)cc2)c(=O)n(-c2ccccc2)n1C
  A: -2% | B: -1 | C: 19% | D: / | E: 0% | F: -2% | G: 0% | H: -7% | I: -10% | J: -5% | K: 0%

Cn1nc(-c2ccccc2)c(CSc2ccccc2)c1Cl
  A: -6% | B: -4 | C: 18% | D: 13% | E: 0% | F: -2% | G: 1% | H: -31% | I: 15% | J: 3% | K: -1%

CCCCc1cc(=O)oc2cc(OCC(=O)Nc3ccccn3)ccc12
  A: 3% | B: 2 | C: -32% | D: ? | E: 13µM* | F: 4.5µM* | G: ? | H: 57% | I: ? | J: -8% | K: 21µM*

Cn1cc(CNC(=O)C2CCC(=O)N(Cc3cccc(C(F)(F)F)c3)C2)cn1 (stereo not given)
  A: 0% | B: -5 | C: -18% | D: -9% | E: 1% | F: -1% | G: -3% | H: -2% | I: 17% | J: 3% | K: 0%

Cc1ccc(N/C=C2\CCCCC2=O)c(C)c1
  A: 7% | B: ? | C: 5% | D: 14% | E: 4% | F: -2% | G: -2% | H: -12% | I: 1% | J: -2% | K: ?

COc1ccccc1N1C(=O)C2CC(C)=C(C)CC2C1=O (stereo not given)
  A: -6% | B: 1 | C: -1% | D: 0% | E: -3% | F: 0% | G: 0% | H: 5% | I: 5% | J: -6% | K: 2%

O=C(CCSc1nnc2scc(-c3ccccc3)n12)Nc1nc(-c2ccccc2)ns1
  A: 1% | B: 2 | C: 14% | D: -7% | E: -4% | F: -9% | G: 0% | H: 14% | I: -3% | J: -8% | K: 1%

CC(=O)c1cc2c(cc1NC(=O)CN1CCCCCC1)OCO2
  A: 0% | B: 27 | C: -11% | D: -2% | E: -5% | F: -3% | G: 1% | H: 23% | I: -9% | J: 16% | K: -8%

Cc1ccc(/C=N/N(C)C2=NS(=O)(=O)c3ccccc32)o1
  A: 4% | B: 13 | C: 44% | D: -6% | E: -10% | F: 2% | G: -5% | H: / | I: -25% | J: -4% | K: 7%

Single entries from the list:
`Fc1ccc(CSc2ncnc3nc[nH]c23)cc1` @ NPC1 prom act: -1%
`Clc1ccc(Cc2nn3c(Cn4nnc5ccccc54)nnc3s2)cc1` @ BRCA1 expr act: -18%
`Cn1nc(-c2ccccc2)c(CSc2ccccc2)c1Cl` @ Rab9 promoter act: -2%

Later entries:
Codes – A = Tb PFK block; B = TRPV1 agonist; C = RORgamma inh; D = p53 reactivator; E = ELG1 genotox; F = Rab9 promoter act; G = NPC1 prom act; H = BRCA1 expr act; I = ELG1 repair inh; J = VP16 counter; K = FLuc counter
COc1ccc(C2CC(c3ccc(Cl)cc3Cl)Nc3nc(N)nn32)cc1 (stereo not given)
  A: 3% | B: -3 | C: 5.6µM* | D: 0% | E: 1% | F: -6% | G: -3% | H: 4% | I: 2% | J: 4.5µM* | K: 3%

C#CCOCCOCCOCCNc1nc(N2CCOCC2)nc(N2CCN(C(=O)[C@H](C)n3cc(CCCN=C(N)N)nn3)CC2)n1
  A: -4% | B: 3 | C: 6% | D: 5% | E: 1% | F: -4% | G: -3% | H: 8% | I: 25% | J: -2% | K: 6%

Cc1ccc(-c2nc3cccnc3s2)cc1NS(C)(=O)=O
  A: 1% | B: 1 | C: 39% | D: 7% | E: ? | F: ? | G: ? | H: 64% | I: ? | J: 22% | K: 13µM*

O=C(O)CCCc1nc(-c2ccccc2)no1
  A: ? | B: 4 | C: 14µM* | D: 6% | E: 2% | F: -7% | G: 3% | H: 9% | I: 3% | J: ? | K: ?

O=C(NCC(=O)N(CC1CCCO1)C(C(=O)NC1CCCC1)c1cccnc1)c1ccco1 (stereo not given)
  A: 1% | B: 0 | C: -33% | D: 10% | E: 3% | F: -7% | G: -2% | H: -73% | I: -2% | J: 0% | K: 1%

COc1cccc(N(C(=O)c2snc(C(N)=O)c2N)C(C(=O)NCC2CCCO2)c2c[nH]c3ccccc23)c1 (stereo not given)
  A: 1% | B: 2 | C: ? | D: -3% | E: 0% | F: -2% | G: -4% | H: -57% | I: 10% | J: -5% | K: -2%

Cc1c(Cl)cccc1S(=O)(=O)Nc1ccnn1C
  A: -1% | B: -1 | C: -1% | D: -2% | E: -1% | F: 0% | G: 3% | H: 0% | I: -12% | J: -2% | K: -2%
